# Pf gametocyte – P. falciparum stage V gametocyte viability inhibition; inhibition, % at 10.9 µM; AID 743093; actives 0.065% (n = 150,000); P. falciparum stage V gametocytes, ATP luminescence, 24 h;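 active means inhibition above the mean plus 3 SD of compounds within the control limits, set per campaign, cut at about 38% in these data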;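 further: 0% = DMSO wells and 100% = medium only without gametocytes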
# Mcl-1 Bim block – inhibitors of Bim-Mcl-1 interaction, human; Q07820; Bead-based flow cytometry, Bim peptide-Mcl-1 binding; inhibition, % at 10 µM; actives 0.1% (n = 190,000); AID 1009; in the data active means inhibition above about 40%;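 further: 0% = no compound tracer wells and 100% = peptide blocker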
# Target sequence (Q07820 whole entry, looked up): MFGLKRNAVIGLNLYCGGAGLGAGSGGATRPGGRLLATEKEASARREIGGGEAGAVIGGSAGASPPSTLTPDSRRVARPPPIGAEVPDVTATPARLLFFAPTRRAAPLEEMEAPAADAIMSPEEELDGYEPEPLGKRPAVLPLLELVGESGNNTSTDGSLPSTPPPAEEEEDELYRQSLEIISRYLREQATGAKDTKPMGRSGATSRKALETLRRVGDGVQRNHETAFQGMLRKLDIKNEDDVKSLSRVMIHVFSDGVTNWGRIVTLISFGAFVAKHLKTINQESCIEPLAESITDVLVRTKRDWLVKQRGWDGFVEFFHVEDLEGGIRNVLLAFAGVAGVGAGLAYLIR
# Rac1 wt GTP bind – alters GTP binding to wildtype human Rac1 | GST-Rac1 beads, fluorescent GTP binding, flow cytometry; actives lie on both sides; 0 = cold GTP competed, 100 = untreated | GTP binding activity (% of control), % at 10 µM | actives 0.27% (n = 190,000) | AID 757;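 active means GTP binding activity at least 20 points away from the 100% control level, either lower or higher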
# Rab7 wt GTP bind – modulators of GTP binding to dog Rab7 wildtype GTPase; GST-Rab7 beads, fluorescent GTP binding, flow cytometry; actives lie on both sides; untreated = 100%, excess cold GTP = 0%; actives 0.055% (n = 190,000); GTP binding activity (percent of control), % at 10 µM;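 active means fluorescent GTP binding to Rab7 beads changed by at least 20 points from the 100% baseline, either direction, mostly lower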;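 further: median green fluorescence of bound Bodipy-FL-GTP per Rab7 bead population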
# Rac1 mut GTP – modulators of GTP binding to human Rac1 activated mutant | GST-Rac1 activated beads, fluorescent GTP binding, flow cytometry; actives lie on both sides; 100% means binding = to untreated wells | actives 0.11% (n = 190,000) | P63000 | percent activity (GTP binding), % at 10 µM;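 active means GTP binding at least 20 percentage points away from the 100% baseline, in either direction, so actives lie on both sides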
# Mcl1-Bid inh – Mcl-1/Bid interaction inhibition. Q07820. TR-FRET Mcl-1/Bid-Dy647 peptide binding, 1536-well. inhibition, % at 21.7 µM. actives 0.97% (n = 220,000);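 active means compounds that cut the binding signal by more than half at the single screening dose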;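 further: His-tagged Mcl-1 with europium anti-His antibody binding Bid BH3 peptide; 0% = Mcl-1 plus peptide wells and 100% = peptide-only wells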
# Mcl1 Noxa PPI – disrupts binding of human Mcl-1 to Noxa peptide | Q07820 | TR-FRET Mcl-1/Noxa peptide binding, 2 h | inhibition, % at 21.7 µM | actives 1.5% (n = 220,000) | AID 1022;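 active means compounds that cut the protein-peptide binding signal by more than 50% relative to plate controls in a single-dose test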;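 further: His-tagged Mcl-1 with rhodamine Noxa BH3 peptide and terbium anti-His antibody; 0% = Mcl-1 plus Noxa peptide wells and 100% = peptide-only wells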
# Rab2A wt mod – changes GTP binding to wildtype dog Rab2A, up or down; P61105; GST-Rab2 wt beads, Bodipy-GTP binding, flow cytometry; GTP binding activity, % at 10 µM; actives 0.19% (n = 190,000); AID 760;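 active means GTP binding activity at least 20 points away from 100%, either lowered or raised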;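 further: 0% = beads with excess unlabeled GTP and 100% = no-compound control corrected for plate trend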
# HRas wt GTP bind – modulators of GTP binding to human HRas wildtype; GST-Ras wt beads, Bodipy-FL-GTP binding, flow cytometry; actives lie on both sides; actives 0.14% (n = 190,000); GTP binding activity, % at 10 µM; P01112;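 active means GTP binding activity at least 20% away from the 100% baseline, either lowered as inhibitor or raised as activator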;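 further: 0% = unlabeled GTP competition control and 100% = no-compound control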
# Cdc42 wt GTP – human Cdc42 wildtype GTP binding change, either direction | percent activity (GTP binding), % at 10 µM | GST-Cdc42 beads, Bodipy-GTP binding, flow cytometry; actives lie on both sides | actives 0.2% (n = 190,000) | P60953;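 active means percent activity GTP binding at least 20 points away from the 100% baseline, either down as inhibitor or up as activator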;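 further: median bead fluorescence of bound Bodipy-FL-GTP at 100 nM; 0% = excess unlabeled GTP control and 100% = no compound control; below 100% means less GTP binding so inhibitor and above means activator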
# Target sequence (P60953 whole entry, looked up): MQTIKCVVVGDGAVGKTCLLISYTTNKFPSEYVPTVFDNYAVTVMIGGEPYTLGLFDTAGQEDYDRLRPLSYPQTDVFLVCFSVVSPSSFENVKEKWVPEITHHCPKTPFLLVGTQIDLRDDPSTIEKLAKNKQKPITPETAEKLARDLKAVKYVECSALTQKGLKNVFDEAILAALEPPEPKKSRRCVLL
# RGS8-Gao reg – modulates binding of RGS8 to human Galphao. P09471. multiplexed bead flow cytometry; actives lie on both sides. response (percent of control binding), % at 10 µM. actives 0.34% (n = 220,000). AID 1423; in the data active means response below about 60% or above about 140%; inactive means in between;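 further: Galphao activated as the GDP aluminium fluoride complex binding bead-coupled RGS8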
# Target sequence (P09471 whole entry, looked up): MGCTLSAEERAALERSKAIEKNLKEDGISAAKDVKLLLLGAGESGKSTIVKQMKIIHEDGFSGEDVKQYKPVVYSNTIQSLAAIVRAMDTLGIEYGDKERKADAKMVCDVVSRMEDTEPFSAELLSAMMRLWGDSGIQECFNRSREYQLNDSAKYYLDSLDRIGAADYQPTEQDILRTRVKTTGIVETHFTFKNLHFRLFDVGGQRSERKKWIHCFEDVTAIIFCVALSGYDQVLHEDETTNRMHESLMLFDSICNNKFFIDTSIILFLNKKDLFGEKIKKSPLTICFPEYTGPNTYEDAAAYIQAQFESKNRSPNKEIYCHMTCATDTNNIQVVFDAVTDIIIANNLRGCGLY
# The depositor's hits bear a star; x = no result given.
SMILES,Pf gametocyte,Mcl-1 Bim block,Rac1 wt GTP bind,Rab7 wt GTP bind,Rac1 mut GTP,Mcl1-Bid inh,Mcl1 Noxa PPI,Rab2A wt mod,HRas wt GTP bind,Cdc42 wt GTP,RGS8-Gao reg
CCOc1ccccc1C(=O)N1c2ccccc2Sc2ccccc21,28,-1,102,99,97,-20,4,100,98,98,96
CC(C)=CCN1CCN(Cc2ccc(Oc3ncccn3)cc2)CC1CCO (stereo not given),x,0,102,104,99,-8,-5,100,103,99,98
Cc1ccc(Nc2nc(CSc3nnc(-c4cccs4)o3)cs2)cc1,-66,1,101,100,97,-14,2,100,99,101,101
COC(=O)\C(C(C)=O)=C(/C=C/C=C/N(C)C)N(C)C,x,6,108,99,99,-57,3,100,101,104,98
O=C(NCCCN1CCCC1=O)c1ccccc1NS(=O)(=O)c1ccc(Br)cc1,13,0,101,97,96,30,12,97,98,101,104
Cc1ccc2c(CC(=O)NCc3ccco3)coc2c1C,x,-4,107,105,103,1,9,102,104,107,100
O=C(O)c1cccc([N+](=O)[O-])c1C(=O)Nc1nc2ccccc2s1,10,0,100,96,96,16,16,97,97,100,102
CCCC(=O)Nc1ccc2oc(-c3cccnc3)nc2c1,x,-2,100,100,98,86*,-2,97,99,99,101
Cn1c(SCC(=O)NCc2ccco2)nnc1-c1cccs1,13,0,97,94,95,-22,-9,95,97,97,98
COC(=O)c1ccc(/C=N/n2cnnc2)cc1,1,0,96,93,94,2,-5,94,97,95,98
O=C(c1ccco1)N1CCC(c2ccccc2)C1 (stereo not given),x,-8,105,100,98,8,-20,99,99,103,103
Cc1cccc(NC(=S)N2CCC(N(C)CC3CCCO3)CC2)c1 (stereo not given),-3,0,104,106,99,-52,12,104,100,105,107
COc1ccc(CNC(=O)c2cc(-c3ccc(OC)c(OC)c3)on2)cc1,x,-1,105,102,101,-14,12,104,101,105,99
COc1ccc(OC)c(C(c2nnnn2Cc2ccccc2)N2CCN(C)CC2)c1 (stereo not given),3,1,101,103,99,6,25,103,102,102,104
CCOC(=O)N1CCN(C(=O)c2cnn3c(C(F)F)cc(-c4ccc(C)cc4)nc23)CC1,7,-3,101,105,98,-3,-1,102,101,104,101
O=C(CCCn1c(=O)[nH]c2ccsc2c1=O)N1CCN(c2ccccn2)CC1,x,10,99,99,98,-12,8,97,98,99,100
CCOc1ccccc1NC(=O)CCn1c(=O)oc2ccccc21,6,-3,105,99,99,-29,3,102,101,101,102
Cc1ccc(OCC(=O)OCCN2C(=O)c3ccccc3C2=O)cc1C,-1,-1,101,93,97,1,-16,93,96,94,101
Cc1ccc(Oc2ccc(C(=O)NCc3ccncc3)cc2)cc1,14,0,97,99,98,-13,-3,98,96,95,102
N#Cc1cccc2cnccc12,-8,-1,109,100,100,-28,5,101,100,104,88
Cc1ccc(NCc2nnc(SCC(=O)O)n2-c2ccc(C)cc2)cc1,-30,-2,98,95,95,-38,10,95,96,98,101
N#CCCN1CCN(C(=S)c2ccc(-c3cccc(Cl)c3)o2)CC1,x,-1,102,95,100,-47,18,98,99,99,99
COc1cc(=O)n2c(-c3ccccc3)csc2n1,x,0,98,96,98,-4,3,96,98,97,99
CCCCNC(=O)C1c2ccccc2Oc2ccccc21,12,1,99,91,99,-14,9,96,95,98,103
CCOC(=O)N1CCC(=NNC(=O)COc2ccc(OC)cc2)CC1,10,-2,100,99,99,4,8,99,98,100,99
CCN(CC)c1ccc(S(=O)(=O)N(CC)CC)cc1NC(=O)c1cccnc1,14,-2,98,93,97,-35,2,96,97,99,106
O=C(OCn1nnc2ccccc2c1=O)C1CCCCC1,x,0,96,97,95,-17,54*,96,96,100,99
CCCNC(=O)NC(=O)COC(=O)c1cccc(NS(=O)(=O)c2ccc(F)c(F)c2)c1,9,-1,97,96,96,-15,14,98,99,92,112
Cc1cc2c(cc1C)NC(c1c(C)n(C)n(-c3ccccc3)c1=O)C1=C(CC(C)(C)CC1=O)N2 (stereo not given),x,0,99,97,97,-13,7,98,97,101,82
CC1(C)Oc2ccc(NC(=O)c3ccco3)cc2O1,x,-4,99,99,99,-8,-3,97,98,100,98

# Arranged by the number under Mcl-1 Bim block (falling): 3 of the compounds above
Structure,Mcl-1 Bim block
O=C(CCCn1c(=O)[nH]c2ccsc2c1=O)N1CCN(c2ccccn2)CC1,10
CCCCNC(=O)C1c2ccccc2Oc2ccccc21,1
Cc1ccc(NCc2nnc(SCC(=O)O)n2-c2ccc(C)cc2)cc1,-2

# More results:
SMILES,Pf gametocyte,Mcl-1 Bim block,Rac1 wt GTP bind,Rab7 wt GTP bind,Rac1 mut GTP,Mcl1-Bid inh,Mcl1 Noxa PPI,Rab2A wt mod,HRas wt GTP bind,Cdc42 wt GTP,RGS8-Gao reg
CCc1ccccc1N(CC(=O)NCCSCc1ccco1)S(C)(=O)=O,10,-2,98,98,98,21,24,97,97,98,113
COc1cccc(C(C(=O)NCc2ccco2)N(C(=O)Cn2nnc3ccccc32)C2CC2)c1OC (stereo not given),x,1,107,102,101,-31,12,102,101,104,98
CCN1C(=O)/C(=C\c2cccn2-c2ccc([N+](=O)[O-])cc2)N(CC)C1=S,11,5,105,101,103,-12,18,102,101,103,98
COc1ccccc1Nc1ccc(C(=O)NCc2cccs2)cn1,-10,1,104,99,96,-20,-8,97,98,97,100
COc1ccc(NCc2ccc([N+](=O)[O-])s2)c(OC)c1,x,-1,102,102,99,12,53*,97,101,99,103
O=C1CSC(c2ccccc2F)N1CCN1CCCCC1 (stereo not given),5,-3,104,103,99,-1,7,104,101,105,99
COc1ccc2ncn(-c3ccccc3)c2c1,x,-2,103,100,100,1,2,101,104,104,102
CCOc1ccc(NC(=S)N2CCC(C(N)=O)CC2)cc1,19,-6,109,97,101,-8,12,101,100,103,104
Cc1ccc2oc(Nc3nc(-c4ccccc4)cc(=O)[nH]3)nc2c1,4,1,104,101,97,17,11,97,101,99,99
Cc1cc(=O)c2c(o1)CC(C)(C)CC2=O,-4,1,102,100,100,-5,8,100,100,103,104
Cc1ccc(-n2c(=O)c3sccc3n(CC(=O)N3CCCC3)c2=O)cc1,25,0,106,102,98,-9,-10,103,100,103,100
COc1ccc(OC)c(C2NC(=S)NC(C)=C2C(=O)Nc2ccccn2)c1 (stereo not given),-8,2,100,102,99,-79,-6,98,99,98,102
COc1ccc(S(=O)(=O)NNC(=O)c2cc3ccccc3o2)cc1,-7,-3,104,99,100,7,19,99,100,101,101
Cc1nc(N)sc1-c1csc(Nc2ccc(Cl)cn2)n1,x,-2,102,94,98,-45,10,94,97,102,98
Clc1ccc(CONc2ncnc3nonc23)c(Cl)c1,-13,0,94,92,94,-11,15,95,95,96,109
CSc1nnc2c(n1)c(C)nn2-c1cccc(C)c1,10,7,95,98,95,0,11,93,95,94,76
CCN=C1S/C(=C\c2cn(CC)c3ccccc23)C(=O)N1CC,-10,-3,103,103,100,-12,3,102,102,100,83
Cc1ccc(Cn2ccc(NC(=O)C3C4CCC(C4)C3C(=O)O)n2)cc1 (stereo not given),x,2,97,96,95,-1,3,97,97,97,102
O=[N+]([O-])c1ccc2c(c1)C=C1CCCCC1(N1CCCC1)O2 (stereo not given),-8,-4,103,100,101,-3,11,103,102,98,103
CC(OC(=O)C(C)N1C(=O)C2C3C=CC(C4CC34)C2C1=O)C(=O)c1ccccc1 (stereo not given),9,-3,105,100,103,-9,25,100,102,103,98
CCNC(=S)N(CCc1cccc(C)c1)Cc1cc2cc(OC)c(OC)cc2[nH]c1=O,x,1,103,103,102,-47,10,100,102,100,101
CCc1nc(Nc2ccc3nccnc3c2)c2oc3ccccc3c2n1,x,0,95,93,92,10,0,93,93,94,100
CC1(C(=O)NC(=S)N(Cc2ccccc2)c2ccccn2)CC1(Cl)Cl (stereo not given),-3,-25,104,99,101,-44,10,95,98,96,104
COc1ccc(CCNC(=O)C2CCN(S(=O)(=O)c3cccc4nonc34)CC2)cc1OC,-1,-4,105,102,101,-2,66*,102,103,103,92
CCOc1ccc(C(=O)C[n+]2ccc(C(=O)NCc3ccccc3)cc2)cc1,8,0,95,90,93,-15,2,93,92,93,107
O=C(Nc1ccccn1)NC(C(F)(F)F)C(F)(F)F,15,-6,103,99,101,-25,-14,104,103,104,98
CCC(C)NC(=O)CCSCCC(=O)NC(C)CC (stereo not given),x,-5,105,98,100,-42,4,97,100,102,99
CC(C)(C)NC(=O)NC(=O)CN1CCN(c2ncc(C(F)(F)F)cc2Cl)CC1,x,-1,110,99,100,-4,8,99,101,103,x
CCOC(=O)N1CCN=C1SCc1ccc(C(F)(F)F)cc1,7,2,101,91,94,-23,5,98,95,97,104
Cc1ccc(NC(=O)CSc2ncccn2)c([N+](=O)[O-])c1,x,0,92,92,96,6,-13,94,95,96,95
O=C(NC1CCCCCC1)C1CCN(c2nc3ccccc3o2)CC1,x,4,95,99,95,6,26,98,95,94,92
CCOC(=O)CC1C(=O)NCCN1S(=O)(=O)c1ccc(Cl)cc1Cl (stereo not given),x,-3,104,103,100,-3,2,105,104,104,102
CC(=O)N1CCC(=NNc2nc3ccccc3s2)CC1,x,-2,97,106,95,-31,7,99,101,98,100
CC1=C(n2nnc([N+](=O)[O-])n2)C(c2cccnc2)C(C#N)=C(N)O1 (stereo not given),-3,-2,101,98,98,-16,15,95,99,101,100
COc1ccc(NC(=O)c2ccc(C)o2)c([N+](=O)[O-])c1,x,-5,102,99,102,-29,5,98,101,100,103
CCOc1ccc(C(=O)O)cn1,x,3,100,95,96,-14,-15,97,96,97,101
CCC(=O)Nc1ccc(C(=O)Nc2ccc(OC)cc2[N+](=O)[O-])cc1,9,-9,106,101,101,-12,18,102,101,105,101
Cc1ccc(NC(=O)c2ccccc2-c2ccc(C(F)(F)F)cc2)cc1S(=O)(=O)N1CCOCC1,x,-5,106,98,101,0,13,100,100,99,77
O=C(Cn1nnc(-c2ccccc2NC(=O)c2ccco2)n1)Nc1ccccc1,x,-5,104,101,101,16,14,100,100,101,102
O=C1c2ccccc2CN1CCSC(=S)N1CCSCC1,x,-1,98,96,97,-29,-18,97,94,99,99

# Compound profiles, from the list above.
# O=C(NC1CCCCCC1)C1CCN(c2nc3ccccc3o2)CC1 is listed as Pf gametocyte = x; Mcl-1 Bim block = 4; Rac1 wt GTP bind = 95; Rab7 wt GTP bind = 99; Rac1 mut GTP = 95; Mcl1-Bid inh = 6; Mcl1 Noxa PPI = 26; Rab2A wt mod = 98; HRas wt GTP bind = 95; Cdc42 wt GTP = 94; RGS8-Gao reg = 92
# CCC(=O)Nc1ccc(C(=O)Nc2ccc(OC)cc2[N+](=O)[O-])cc1 is listed as Pf gametocyte = 9; Mcl-1 Bim block = -9; Rac1 wt GTP bind = 106; Rab7 wt GTP bind = 101; Rac1 mut GTP = 101; Mcl1-Bid inh = -12; Mcl1 Noxa PPI = 18; Rab2A wt mod = 102; HRas wt GTP bind = 101; Cdc42 wt GTP = 105; RGS8-Gao reg = 101
